# Screening data from PubChem BioAssay.
# SUMO Mot1 rescue = yeast Mot1-301 growth rescue at high temperature, primary screen, SUMOylation pathway inhibitor project, S. cerevisiae, ATP luminescence, 38.5C; S. cerevisiae Mot1-301 growth rescue; percent above DMSO median, 100 means doubled; growth rescue, % at 18.8 µM; 1% of 320,000 active;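 active = every valid replicate shows activation above 250% relative to neutral control wells; inactive = the rest, any valid replicate at or below 250%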;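 note: OY570 slx delta 5 strain wells were the positive control but not used for scaling; some compounds called inactive have numbers as strong as hits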
# SR-BI HDL uptake = inhibitors of SR-BI mediated HDL lipid uptake, primary screen, ldlA[mSR-BI] cells, fluorescence, single point; inhibition, % at 12.5 µM; ldlA[mSR-BI] CHO cells, DiI-HDL uptake fluorescence, 3 h; 0.96% of 320,000 active; AID 488896, 2010; Scavenger receptor class B member 1 (Mus musculus), Q61009;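 active = mean replicate inhibition of at least 70% and a set share of replicates each scoring 70 or more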;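 note: 0% = median of neutral control wells and 100% = median of positive control wells; values of inactives mirror those of a sister screen read the other way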
# Target sequence (Q61009 whole entry, looked up): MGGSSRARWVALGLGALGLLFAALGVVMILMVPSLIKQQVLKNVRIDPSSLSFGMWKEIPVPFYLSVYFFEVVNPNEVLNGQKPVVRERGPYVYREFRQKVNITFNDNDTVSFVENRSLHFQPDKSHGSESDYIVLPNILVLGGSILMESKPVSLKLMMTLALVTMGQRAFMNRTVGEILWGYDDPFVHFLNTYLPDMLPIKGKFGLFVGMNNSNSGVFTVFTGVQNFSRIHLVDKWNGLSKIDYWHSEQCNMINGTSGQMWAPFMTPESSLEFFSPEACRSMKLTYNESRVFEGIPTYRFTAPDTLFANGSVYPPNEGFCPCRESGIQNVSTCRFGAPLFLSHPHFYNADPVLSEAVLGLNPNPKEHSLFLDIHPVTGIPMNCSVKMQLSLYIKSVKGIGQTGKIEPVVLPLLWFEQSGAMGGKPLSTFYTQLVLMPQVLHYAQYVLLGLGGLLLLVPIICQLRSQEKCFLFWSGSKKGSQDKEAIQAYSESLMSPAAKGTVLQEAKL
# PKA-R1A act = activators of PKA-R1A holoenzyme, primary screen, biochemical, fluorescence polarization, Cy5-IP20, bovine R1A, mouse PKAc; cAMP-dependent protein kinase type I-alpha regulatory subunit (Bos taurus) + …; PKA-R1A dissociation; scaled: DMSO 0%, 113 µM cGMP 100%; activation, % at 11.4 µM; 0.083% of 340,000 active;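 active = percent activation above the mean of all tested compounds plus 3 SD, cut at about 19% in these data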;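 note: higher means more PKAc released from R1A so a rise in polarization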
# SR-BI DiI-HDL act = activators of SR-BI mediated DiI-HDL uptake, primary screen, ldlA[mSR-BI] CHO cells, DiI fluorescence. 3 h; 100 = double the neutral-control signal. activation, % at 12.5 µM. 0.096% of 320,000 active. AID 504775, 2011;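 active = mean replicate activation of at least 60% and every replicate at or above 60%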;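 note: 0% = median plate neutral-control signal and 100% = twice that signal; values of inactives mirror those of a sister screen read the other way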
#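 material = CHO ldlA[mSR-BI] cells | medium = Ham's F12 with 0.5% BSA, HEPES 25 mM, pH 7.4 | reagent = fluorescent DiI-HDL, 10 µg/mL final | compound dosing = single-point compound dose | incubation = 3 h, 37 °C | measured by = bottom-read fluorescence, 550/595 nm | measure = HDL uptake via cellular fluorescence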
# DSG3 Ab inh = inhibitors of pemphigus antibody binding to DSG3, primary screen, biochemical, bead-based, flow cytometry, scFv-GFP; Desmoglein-3 (Homo sapiens), P32926; DSG3-coupled beads, scFv-anti-DSG3-GFP binding; stronger effect = lower value; binding (percent of control), % at 10 µM; 0.48% of 310,000 active;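 active = binding more than 3 SD below its plate's average and above zero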;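 note: hits lower antibody fragment binding to DSG3; some compounds called inactive have numbers as strong as hits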
# Arr AP2 block = inhibitors of beta-arrestin/AP2 binding, primary screen, biochemical, GPCR trafficking, flow cytometry; beta-arrestin 1 C-terminal peptide binding to AP2 beta2-adaptin appendage (human); FITC-arrestin peptide / GST-AP2 beads; AP2 beta2 appendage carries R879A mutation; 0.31% of 340,000 active; AID 504490, 2011; inhibition, % at 10 µM;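 active = inhibition above a set limit, near 3 SD of compounds lacking own fluorescence, cut at about 54% in these data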;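 note: plate controls were DMSO wells for no effect and 5 µM unlabelled arrestin peptide for full effect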
#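 test system = AP2 appendage R879A on GSH beads | buffer or medium = PBS plus Tween 20 (0.05%) and BSA (0.1%) | incubation = 12 min plus 1 h, RT | detection = bead flow cytometry, FITC channel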
# dFosB activator = activators of delta FosB homodimer, primary screen, biochemical, fluorescence polarization, TAMRA-CDK5 oligo, single point; 0.99% of 340,000 active; purified delta FosB; percent of positive-control signal above neutral wells; Protein FosB (Mus musculus), P13346; activation, % at 25 µM;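 active = mean activation above about 17%, with every replicate also reaching it, limit read from the data, passing the limit was not always enough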;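 note: fluorescence polarization rise as delta FosB binds a TAMRA Cdk5 AP-1 oligo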
# Target sequence (P13346 whole entry, looked up): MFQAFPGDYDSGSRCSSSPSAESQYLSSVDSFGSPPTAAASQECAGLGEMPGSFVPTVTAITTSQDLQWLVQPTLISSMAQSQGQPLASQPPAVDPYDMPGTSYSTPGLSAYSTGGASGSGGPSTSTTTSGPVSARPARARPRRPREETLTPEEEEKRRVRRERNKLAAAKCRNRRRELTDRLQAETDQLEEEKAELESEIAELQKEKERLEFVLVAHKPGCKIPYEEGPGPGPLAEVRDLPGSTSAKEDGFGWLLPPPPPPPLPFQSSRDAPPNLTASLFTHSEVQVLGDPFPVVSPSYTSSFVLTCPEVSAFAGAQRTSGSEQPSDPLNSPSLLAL
# PKA-R2B act = activators of PKA-R2B holoenzyme, primary screen, biochemical, fluorescence polarization, Cy5-IP20, human; cAMP-dependent protein kinase catalytic subunit beta (Homo sapiens) + cAMP-dependent …; PKA-R2B holoenzyme dissociation; R2B truncated from residue 108, S112A mutant; 0% DMSO only, 100% 113 µM cGMP; activation, % at 11.4 µM; 0.079% of 340,000 active; AID 504700, 2011;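 active = activation above a cutoff set at the mean over all compounds plus 3 SD, cut at about 18% in these data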;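 note: higher means more holoenzyme dissociation and a rise in polarization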
# MITF act = activators of MITF-driven TRPM1 promoter reporter, primary screen, cell-based, SK-MEL-5, luciferase, single point. 0.75% of 300,000 active. SK-MEL-5 TRPM1-promoter luciferase, 24 h; % of positive control, neutral wells = 0. activation, % at 12.5 µM;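 active = mean activation of at least 80% with every replicate also reaching 80%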;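 note: 0% = neutral control wells and 100% = parthenolide positive control wells; values of inactives mirror those of a sister screen read the other way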
# NSD2 inh = NSD2 histone methyltransferase inhibitors, primary screen, biochemical, AlphaScreen, single concentration, set 2; Histone-lysine N-methyltransferase NSD2 (Homo sapiens), O96028; NSD2 peptide methylation, 120 min; inhibition, % at 12.5 µM; AID 743445, 2014; 0.54% of 310,000 active; in the data active = inhibition above about 50%
# CDK5 inh = inhibitors of human CDK5/p35 kinase, primary screen, biochemical, single concentration; Recombinant CDK5/p35, ADP-Glo luminescence, 60 min; inhibition, % at 10 µM; 0.01% of 330,000 active; AID 488839, 2010;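 active = highest replicate inhibition of at least 50% and at least 75% of replicates reaching 50%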;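 note: plate controls were DMSO neutral control for no effect and GW8510 at 10 µM for full effect; many of its hits are not listed in these tables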
# * marks the source's active call; other numbers are inactive results; . = no result given.
1. CCOc1ccc(NC(=O)CN2C(=O)COc3ccc(S(=O)(=O)N4CCCCC4)cc32)cc1
2. COc1cc(C2c3cc4c(cc3OC(NNC(N)=S)C2C)OCO4)cc(OC)c1OC (centres undefined)
3. Cn1c(=O)[nH]c(=O)c2c1nc(NCCCn1ccnc1)n2Cc1cccc(Br)c1
4. COc1cc(/C=N/Nc2nc(=O)[nH]nc2C)cc(OC)c1O
5. COc1ccc(N2CC(C(=O)Nc3nnc(SCC(=O)N4CCOCC4)s3)CC2=O)cc1 (centres undefined)
6. Nc1nc(-c2ccc3ccccc3c2)c(C2(O)C(=O)Nc3c(Br)cc(F)cc32)s1 (centres undefined)
7. Cc1ccc(C)c(N2CCN(C(=S)Nc3ccc4nc(N5CCN(C)CC5)cc(C)c4c3)CC2)c1
8. O=C(O)/C=C/C(=O)Nc1ccc(Cc2ccc(NC(=O)/C=C/C(=O)O)cc2)cc1
9. Cc1cc(NS(=O)(=O)c2ccc(N3C(=O)C4C5C=CC(C5)C4C3=O)cc2)nc(C)n1 (centres undefined)
10. O=C(CCC1CCCCC1)Nc1cc(Cl)ccc1N1CCOCC1

Assay by compound,1,2,3,4,5,6,7,8,9,10
dFosB activator,-10,-5,-11,-4,-5,-7,7,-6,1,-6
PKA-R2B act,-7,-6,-1,-8,-7,-5,4,-1,-10,9
SR-BI HDL uptake,6,60,3,0,-6,-11,35,6,-33,20
DSG3 Ab inh,94,88,109,106,.,101,88,108,101,105
Arr AP2 block,8,25,-4,-1,-15,0,-21,36,-2,-12
SR-BI DiI-HDL act,-6,-60,-3,0,6,11,-35,-6,33,-20
MITF act,7,-42,1,2,10,-3,-84,.,-13,16
SUMO Mot1 rescue,-9,.,13,5,-3,10,48,1,13,.
PKA-R1A act,2,1,-3,-8,-8,-1,-2,6,2,-11
CDK5 inh,.,0.4,-2.2,-1.7,0.0,-0.5,0.6,-0.3,-5.1,-1.1
NSD2 inh,-2,5,.,-1,.,1,-4,30,0,-3

11. COc1ccc(OCCSc2ncccn2)cc1
12. COc1cccc(-c2cc(C(=O)NCCCn3ccnc3)c3ccccc3n2)c1
13. CCCCOC(=O)N1CCOCCOCCOCC1
14. Cc1ccc(S(=O)(=O)NCC(=O)OCc2nnc(-c3ccccc3)o2)cc1C
15. COc1ccc(-c2cc(CCCC(=O)NCCc3ccccc3)no2)cc1
16. CCOC(=O)c1ccccc1NC(=O)CSc1nnnn1C
17. COc1cccc(C(Nc2ccccn2)c2c(NC(=O)c3ccco3)sc(C)c2C)c1 (centres undefined)
18. CCOc1cccc(CN2CCCC(C(=O)Nc3cccc(-n4cccn4)c3)C2)c1 (centres undefined)
19. CCc1cc[n+](/C(C(=S)Nc2cccc(C)c2)=C(/[O-])c2ccc(C)c([N+](=O)[O-])c2)cc1
20. CC(=O)c1n[nH]nc1Nc1nc(C)cc(C)n1

Assay by compound,11,12,13,14,15,16,17,18,19,20
dFosB activator,-4,-14,-3,7,-14,-8,2,-6,-1,-10
PKA-R2B act,-18,2,-7,5,-3,14,5,11,1,4
SR-BI HDL uptake,-13,5,-18,-15,26,-16,20,-7,29,-13
DSG3 Ab inh,102,110,114,101,98,103,98,102,123,108
Arr AP2 block,1,0,3,18,2,-6,6,3,4,-1
SR-BI DiI-HDL act,13,-5,18,15,-26,16,-20,7,-29,13
MITF act,38,-15,1,-9,32,.,4,-13,-4,5
SUMO Mot1 rescue,1,3,-4,-7,-9,-4,-35,3,-8,-1
PKA-R1A act,0,-2,1,-7,3,6,-5,-1,-10,4
CDK5 inh,3.4,-4.3,3.2,-0.8,-1.9,1.7,0.2,0.4,0.3,-1.2
NSD2 inh,-1,1,-2,0,-2,28,-2,1,2,2

21. O=C(NC1CC1)C1=C[C@@H](C2CC2)C[C@@H](OCc2ccc(CO)cc2)O1
22. Cc1cccn2c(=O)c3cc(C(=O)NCc4cccnc4)c(=N)n(CC4CCCO4)c3nc12 (centres undefined)
23. CC(C)CC(=O)Nc1ccc(-c2nc3ccccc3c(=O)o2)cc1
24. CCN(CC)S(=O)(=O)c1ccc(N2CCOCC2)c(NC(=O)c2cccc(C#N)c2)c1
25. CCCN(CCC)CC(C)(C)NS(=O)(=O)c1ccc(Cl)cc1
26. O=[N+]([O-])c1ccc(C=NNc2ccc(S(=O)(=O)O)cc2)cc1
27. Cc1ccccc1OCC(=O)Nc1cccc(N(C)S(C)(=O)=O)c1
28. Brc1cc2c(cc1CN1CCc3ccccc3C1)OCO2
29. O=C(CNC(=O)C1CCCCC1)OC(C(=O)c1ccccc1)c1ccccc1 (centres undefined)
30. CCOC(=O)Cc1csc(NC(=O)CSc2nnnn2-c2ccc(F)cc2)n1

Assay by compound,21,22,23,24,25,26,27,28,29,30
dFosB activator,-6,-6,-4,-3,-8,-3,2,-9,-13,-8
PKA-R2B act,-9,7,3,-17,-3,2,-9,2,5,-1
SR-BI HDL uptake,-11,.,-4,-13,-1,5,-23,-1,-38,4
DSG3 Ab inh,105,91,96,115,74,91,85,100,112,91
Arr AP2 block,-2,-1,3,13,8,3,3,-4,23,-1
SR-BI DiI-HDL act,11,.,4,13,1,-5,23,1,38,-4
MITF act,-7,.,-9,16,-9,-5,24,-9,-8,15
SUMO Mot1 rescue,-1,14,-9,-7,3,.,-7,7,-12,-2
PKA-R1A act,-6,-5,5,-6,7,0,5,-6,-1,-7
CDK5 inh,-0.6,-1.7,0.1,1.0,0.2,0.0,-2.1,-1.8,-1.6,-4.4
NSD2 inh,.,5,0,4,-129,6,-6,-6,.,-1

# One compound at a time, as listed above. Order of screens: dFosB activator, PKA-R2B act, SR-BI HDL uptake, DSG3 Ab inh, Arr AP2 block, SR-BI DiI-HDL act, MITF act, SUMO Mot1 rescue, PKA-R1A act, CDK5 inh, NSD2 inh
# `O=C(CNC(=O)C1CCCCC1)OC(C(=O)c1ccccc1)c1ccccc1` (centres undefined) reads -13, 5, -38, 112, 23, 38, -8, -12, -1, -1.6, .
# `Cc1cccn2c(=O)c3cc(C(=O)NCc4cccnc4)c(=N)n(CC4CCCO4)c3nc12` (centres undefined) reads -6, 7, ., 91, -1, ., ., 14, -5, -1.7, 5

# Fetched by structure from the list above (5):
26. O=[N+]([O-])c1ccc(C=NNc2ccc(S(=O)(=O)O)cc2)cc1
25. CCCN(CCC)CC(C)(C)NS(=O)(=O)c1ccc(Cl)cc1
30. CCOC(=O)Cc1csc(NC(=O)CSc2nnnn2-c2ccc(F)cc2)n1
21. O=C(NC1CC1)C1=C[C@@H](C2CC2)C[C@@H](OCc2ccc(CO)cc2)O1
29. O=C(CNC(=O)C1CCCCC1)OC(C(=O)c1ccccc1)c1ccccc1 (centres undefined)

Assay by compound,26,25,30,21,29
dFosB activator,-3,-8,-8,-6,-13
PKA-R2B act,2,-3,-1,-9,5
SR-BI HDL uptake,5,-1,4,-11,-38
DSG3 Ab inh,91,74,91,105,112
Arr AP2 block,3,8,-1,-2,23
SR-BI DiI-HDL act,-5,1,-4,11,38
MITF act,-5,-9,15,-7,-8
SUMO Mot1 rescue,.,3,-2,-1,-12
PKA-R1A act,0,7,-7,-6,-1
CDK5 inh,0.0,0.2,-4.4,-0.6,-1.6
NSD2 inh,6,-129,-1,.,.

# More results:
31. CCN1C[C@@H]2[C@@H]3C(=O)N(Cc4ccccc4)C(=O)[C@@H]3[C@](C)(C1=O)N2C(=O)c1ccccc1
32. Cc1c(C)n(C)c2ccc([N+](=O)[O-])cc12
33. N#CCCN(C(=O)COC(=O)c1ccc2ccccc2n1)c1ccccc1
34. Cc1nc(N)c(C#N)c(-c2cccnc2)c1-c1ccccc1
35. Nc1nn(S(=O)(=O)c2ccccc2)cc1-c1cccc([N+](=O)[O-])c1
36. Cc1ccc(S(=O)(=O)CCc2nc3ccccc3s2)cc1C
37. CCC(=O)N1CCc2cc(Br)cc(S(=O)(=O)NCCCN(C)Cc3ccccc3)c21
38. Cc1cc(C)n2nc(SCC(=O)Nc3ccc(O)cc3)nc2n1
39. Cc1ccccc1Cn1ccc(NC(=O)c2onc(C)c2Cl)n1
40. CC(C)(C)c1ccc(C(=O)Cn2cnnc2C#N)cc1
41. CC(C)Sc1sc(C(=O)O)c(-c2ccc(Cl)cc2)c1C#N
42. O=C(/C=C/c1ccccc1[N+](=O)[O-])OCC(=O)c1ccccc1

Assay by compound,31,32,33,34,35,36,37,38,39,40,41,42
dFosB activator,2,6,0,-7,-3,4,-14,-3,-10,-3,-1,0
PKA-R2B act,-14,1,-5,-5,-9,-4,-2,4,-14,-6,1,1
SR-BI HDL uptake,-43,1,-16,0,31,-22,.,.,6,.,23,-15
DSG3 Ab inh,98,103,103,99,105,105,102,.,101,96,112,.
Arr AP2 block,8,10,30,10,7,-8,26,27,7,-9,-20,0
SR-BI DiI-HDL act,43,-1,16,0,-31,22,.,.,-6,.,-23,15
MITF act,12,7,-6,4,-16,-9,.,-1,65,.,-5,25
SUMO Mot1 rescue,.,32,-18,8,-4,-15,16,3,0,226,-13,9
PKA-R1A act,9,-4,1,3,0,-3,9,8,0,-4,2,1
CDK5 inh,-1.5,-0.8,-0.3,0.8,1.8,-0.5,-0.6,-0.8,0.1,-0.8,-0.3,0.3
NSD2 inh,.,-2,.,-9,-9,0,14,-2,.,-2,-1,-12
